# N370S GC mod – inhibitors or activators of N370S glucocerebrosidase for Gaucher disease. P04062. AID 2101. Potency, µM (doses to about 59.4 µM), for the others: at the highest dose activity change, negative = inhibition, actives largely listed as inhibitors. actives 0.092% (n = 330,000). N370S GC spleen homogenate, 4MU-glucoside fluorescence;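 also: 0% = full enzyme activity and -100% = no enzyme basal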
# FEN1 inh – inhibitors of human flap endonuclease 1; P39748; Recombinant FEN1 flap cleavage, fluorescence, 15 min; Potency, µM (series often up to 114 µM), for the others: top-dose activity change, negative = inhibition, most hits filed as inhibitors; actives 0.35% (n = 390,000); also: nearly all actives have a fitted effect of over 65% in size
# Target sequence (P39748 whole entry, looked up): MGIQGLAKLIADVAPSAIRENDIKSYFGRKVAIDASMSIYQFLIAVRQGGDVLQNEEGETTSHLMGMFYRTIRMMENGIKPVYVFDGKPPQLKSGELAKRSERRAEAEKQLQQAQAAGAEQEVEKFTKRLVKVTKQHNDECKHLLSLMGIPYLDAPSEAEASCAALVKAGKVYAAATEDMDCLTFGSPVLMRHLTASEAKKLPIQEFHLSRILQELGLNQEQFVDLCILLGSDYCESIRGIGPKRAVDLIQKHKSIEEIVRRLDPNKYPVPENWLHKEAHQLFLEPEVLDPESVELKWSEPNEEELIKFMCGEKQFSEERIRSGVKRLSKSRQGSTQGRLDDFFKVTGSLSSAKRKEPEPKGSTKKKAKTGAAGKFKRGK
#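 Reaction started by adding substrate (50 nM final) to 10 nM enzyme after 15 min room-temperature compound preincubation. Reads at 0 and 15 min, with data normalized and fitted to a four-parameter Hill equation.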
# KAT2A inh – inhibitors of human GCN5L2 histone acetyltransferase; Q92830; actives 0.21% (n = 390,000); AID 504327; GCN5L2 HAT assay, ThioGlo1 CoA-SH fluorescence; Potency, µM (doses to about 58.9 µM), without a hit: top-dose activity change, negative = inhibition, most hits filed as inhibitors
#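 Fluorescence readout, Ex340nm/Em540nm: ThioGlo1 (50uM final) reacts with free CoA thiol released as 20nM GCN5L2 acetylates H3(1-25) peptide (75uM) using acetyl-CoA (70uM). Compound and enzyme sat 15 min beforehand; 20 min room-temperature reaction.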
# Active calls of the source: *; u = inconclusive; x = not tested or not shown; [ ] = dose if it differs, or a comment. Calls follow the shape of the dose curve; as a rule, active = well fitted curve in the direction sought with a large enough effect; inconclusive = small, poorly fitted or top-dose-only effect, or another doubt; inactive = no such curve, though single readings can be large; an effect the other way counts as inactive or inconclusive. Unless noted, % is scaled to controls: 0 for no effect and ±100 for the full control effect; potency is read from the fitted curve at half-maximal effect.
# Order of values: N370S GC mod | FEN1 inh | KAT2A inh
- O=C(C1CCCN1C(=O)c1cccs1)N1CCc2ccccc21 (stereo not drawn)
 : -7%[2.35 µM] | -5% | -8%
- COc1ccc(NC(=O)c2ccc3ccccc3c2)cc1
 : -8% | -4% | -6%
- O=C(CN1C(=O)C2C3C=CC(C3)C2C1=O)NCCc1ccccc1 (stereo not drawn)
 : 2% | 3% | -2%
- O=C(O)c1cnn(-c2ccccc2)c1-n1cccc1
 : 4% | -6% | -1%
- COc1ccc(NS(=O)(=O)c2ccc(Br)cc2)cn1
 : 0% | 7% | -4%
- COc1cccc(NC(=O)COC(=O)c2ccccc2C(=O)N(C)c2ccccc2)c1
 : x | -5% | -2%
- O=C(/C=C/c1ccc(Cl)cc1)Nc1ccc(Br)cn1
 : -5% | 5% | -3%
- CCN(C(=S)Nc1ccc(C(C)=O)cc1)C1CCCCC1
 : -2% | 2% | -3%
- Cc1sc2nc(SCC(=O)NCCO)n(-c3ccccc3)c(=O)c2c1C
 : 0% | 6% | -1%
- Oc1ccccc1-c1nnc2n1CCCCC2
 : -19% | 4% | 27%
- c1ccc(-n2ncc3c(NC4CCCCCC4)ncnc32)cc1
 : 18% | 3% | -17%
- COCc1cc(C)nc(Nc2ccccc2OC)c1C#N
 : -6% | -12% | -3%
- CC(NC(=O)Cc1c(F)cccc1Cl)C1CCCO1 (stereo not drawn)
 : 1% | -2% | 0%
- Cc1cc(C)cc(Nc2cc(C(=O)NC3CCCCC3)c3ccccc3n2)c1
 : x | 4% | -2%
- O=C(O)c1ccc2c(c1)N(Cc1ccccc1)C(=O)c1ccccc1S2
 : 9% | -12% | -7%
- CCOC(=O)C(/C=N/c1cc(C)nn1-c1ccccc1)=C(\C)O
 : -8% | -13% | -2%
- CC(=O)c1cc2cc(O)ccc2o1
 : u | -1% | u
- O=C1C2=C(Nc3ccccc3SC2c2ccc(Cl)c(Cl)c2)c2ccccc21 (stereo not drawn)
 : x | -19% | -16%
- CCOc1ccc(-n2c(SCC(=O)Nc3cccc(Cl)c3)nc3c(oc4ccccc43)c2=O)cc1
 : x | -5% | -3%
- CCOc1ccc(OCC)c(NS(=O)(=O)c2cn(C)cn2)c1
 : -3% | 21% | -6%
- O=C1N=C(N2CCCCC2)S/C1=C\c1ccc(Cl)cc1
 : 2% | -17% | -4%
- O=C(NCCN1CCOCC1)Nc1ccccc1
 : -19% | -9% | -10%
- Cc1c(-c2cc(Br)ccc2O)nc2cc3c(cc2c1C)OCO3
 : -8% | u | -8%
- COc1nc(C)c2cc(C)oc2n1
 : 7% | 5% | -2%
- O=c1[nH]c(-c2ccco2)nc2sc3c(c12)CCCC3
 : -3% | 4% | 1%
- CCOc1ccc(NC(=O)c2cc3cc4cc(OC)ccc4nc3s2)cc1
 : x | 0% | -5%
- CCN=C1SC(C(=O)Nc2cccc(C(=O)O)c2)CC(=O)N1CC (stereo not drawn)
 : -5%[2.35 µM] | -10% | -3%
- Cc1c(C)c(C)c(CN2CCSCC2)c(C)c1C
 : -9% | 20% | -4%
- COCCSc1nnc(NC(=O)c2ccc([N+](=O)[O-])cc2)s1
 : -5% | -4% | -3%
- CCSc1nnc2n(-c3cccc(C)c3)c(=O)c3c4c(sc3n12)CCCC4
 : x | 15% | -2%
- CCOc1cc(C(=O)Nc2ccc(S(=O)(=O)NC3=NCCCCC3)cc2)cc(OCC)c1OCC
 : -15% | -15% | -6%
- COc1ccc(NC(=O)c2nn(C)c(=O)c3ccccc23)cc1S(=O)(=O)Nc1ccccc1Cl
 : 2% | -14% | -16%
- CC(C)(C)n1cnc2cc(NCc3ccccc3O)ccc21
 : -5% | -2% | -7%
- COC(=O)c1cc(S(=O)(=O)n2nc(C)cc2C)c(Cl)cc1Cl
 : 6% | -2% | -4%
- CCCCC(=O)N/N=C(/C)C1=C(C)C(C)(C)OC1=O
 : 11% | -3% | -4%
- S=C(c1ccccc1)N1CCCC1
 : 2% | -1% | -13%
- Cc1nc2ccccc2n1CC(=O)OCC(=O)Nc1ccc2c(c1)OCCO2
 : -4% | -3% | 1%
- CC(C)Oc1ccc(CNC(=O)CCCN2C(=O)C(c3ccccc3)Oc3cccnc32)cc1 (stereo not drawn)
 : 5% | 12% | -5%
- CCc1ccccc1OCC(=O)N1CCN(c2ncccn2)CC1
 : 6% | -1% | 1%
- CN(C)c1oc(-c2ccc(Cl)cc2)nc1S(=O)(=O)c1ccccc1
 : -2% | -5% | 0%
- O=C(CSc1nnc(CCCN2C(=O)c3cccc4cccc(c34)C2=O)n1-c1ccccc1)NCCCN1CCOCC1
 : -14% | -1% | 0%
- Cc1nn2c(=O)cc(CSc3nc4ccccc4[nH]3)nc2s1
 : 5% | 20% | -14%
- O=C(O)c1ccc(N/N=C/c2cc3c(cc2[N+](=O)[O-])OCO3)cc1
 : -12% | u | -12%
- CC(C)c1ccccc1OCC(=O)Nc1ccc2[nH]ncc2c1
 : -1% | -26% | -6%
- Cc1ccc(S(=O)(=O)N(C)Cc2nc(-c3ccc(Br)cc3)no2)cc1
 : 16% | -15% | -7%
- CCOc1ccc(CNC(=O)c2cnc3c(C)cccn3c2=O)cc1
 : x | 12% | -2%
- COc1cc(NC(=O)CCc2nnc3ccc(NCc4ccco4)nn23)cc(OC)c1
 : -10% | -15% | -10%
- CN1C(=O)/C(=C/C=C2/CCCN2C)N(C)C1=S
 : -18% | 0% | 9%
- CC1CCC(NC(=O)CN2C(=O)c3cccnc3Oc3ccc(Cl)cc32)CC1 (stereo not drawn)
 : -3% | -2% | -10%
- CSCCC(NC(=O)c1ccco1)C(=O)NCC(c1ccco1)N1CCCCC1 (stereo not drawn)
 : x | 0% | -4%
- O=S(=O)(Nc1cccc(-c2ccc3nncn3n2)c1)c1ccc(Cl)s1
 : -1% | -16% | 0%
- CC(OC(=O)CNC(=O)c1ccc(Br)cc1)C(=O)NC1CCCCC1C (stereo not drawn)
 : x | -16% | -3%
- COc1ccc(S(=O)(=O)NC(CC(=O)NCCc2ccccc2)c2ccco2)cc1 (stereo not drawn)
 : 3% | -8% | 0%
- CC(=O)N(c1nnc(-c2cccc(C)c2)s1)C1CCCC1
 : -2% | 7% | -1%
- CCNc1nc(CN2CCOCC2)nc2sc3c(c12)CCC3
 : 3% | -7% | -5%
- CC(C)C(=O)Nc1cccc(NC(=O)c2ccc(Cl)cc2Cl)c1
 : -10% | -3% | -6%
- COc1ccc(C2CC(=O)Oc3ccc(O)cc32)cc1 (stereo not drawn)
 : -8%[89.1 µM] | x | 16%[88.6 µM]
- CC(C)C(=O)Nc1cc2c3c(c1)CCN3C(=O)CC2
 : -3% | 22% | -4%
- O=C(c1ccc(F)cc1Cl)N1CCN(S(=O)(=O)c2cccs2)CC1
 : 1% | 1% | -4%
- CCCCC(Sc1nc(N)c(NC(=O)c2ccco2)c(=O)[nH]1)C(=O)O (stereo not drawn)
 : 4% | -4% | -26%

# Gathered by group, those above containing four or more nitrogen atoms
# Order of values: N370S GC mod | FEN1 inh | KAT2A inh
- c1ccc(-n2ncc3c(NC4CCCCCC4)ncnc32)cc1
 : 18% | 3% | -17%
- COCCSc1nnc(NC(=O)c2ccc([N+](=O)[O-])cc2)s1
 : -5% | -4% | -3%
- CCSc1nnc2n(-c3cccc(C)c3)c(=O)c3c4c(sc3n12)CCCC4
 : x | 15% | -2%
- COc1ccc(NC(=O)c2nn(C)c(=O)c3ccccc23)cc1S(=O)(=O)Nc1ccccc1Cl
 : 2% | -14% | -16%
- CCc1ccccc1OCC(=O)N1CCN(c2ncccn2)CC1
 : 6% | -1% | 1%
- O=C(CSc1nnc(CCCN2C(=O)c3cccc4cccc(c34)C2=O)n1-c1ccccc1)NCCCN1CCOCC1
 : -14% | -1% | 0%
- Cc1nn2c(=O)cc(CSc3nc4ccccc4[nH]3)nc2s1
 : 5% | 20% | -14%
- COc1cc(NC(=O)CCc2nnc3ccc(NCc4ccco4)nn23)cc(OC)c1
 : -10% | -15% | -10%
- O=S(=O)(Nc1cccc(-c2ccc3nncn3n2)c1)c1ccc(Cl)s1
 : -1% | -16% | 0%
- CCNc1nc(CN2CCOCC2)nc2sc3c(c12)CCC3
 : 3% | -7% | -5%
- CCCCC(Sc1nc(N)c(NC(=O)c2ccco2)c(=O)[nH]1)C(=O)O (stereo not drawn)
 : 4% | -4% | -26%
